Assay outcomes (PubChem BioAssay)
CHT inh: inhibitors of human choline transporter CHT; High affinity choline transporter 1 (Homo sapiens), Q9GZV3; CHT-expressing cells, membrane potential dye, choline response; active compounds read low; B-score at 10 µM; 0.86% of 310,000 active;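 active = B-score over 3 SD under the library average, and starting fluorescence ratio not unusually high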;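 note: choline stimulus applied at its EC90 after an EC20 pre-addition; B-score computed on integrated fluorescence ratio after choline addition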
Target sequence (Q9GZV3 whole entry, looked up): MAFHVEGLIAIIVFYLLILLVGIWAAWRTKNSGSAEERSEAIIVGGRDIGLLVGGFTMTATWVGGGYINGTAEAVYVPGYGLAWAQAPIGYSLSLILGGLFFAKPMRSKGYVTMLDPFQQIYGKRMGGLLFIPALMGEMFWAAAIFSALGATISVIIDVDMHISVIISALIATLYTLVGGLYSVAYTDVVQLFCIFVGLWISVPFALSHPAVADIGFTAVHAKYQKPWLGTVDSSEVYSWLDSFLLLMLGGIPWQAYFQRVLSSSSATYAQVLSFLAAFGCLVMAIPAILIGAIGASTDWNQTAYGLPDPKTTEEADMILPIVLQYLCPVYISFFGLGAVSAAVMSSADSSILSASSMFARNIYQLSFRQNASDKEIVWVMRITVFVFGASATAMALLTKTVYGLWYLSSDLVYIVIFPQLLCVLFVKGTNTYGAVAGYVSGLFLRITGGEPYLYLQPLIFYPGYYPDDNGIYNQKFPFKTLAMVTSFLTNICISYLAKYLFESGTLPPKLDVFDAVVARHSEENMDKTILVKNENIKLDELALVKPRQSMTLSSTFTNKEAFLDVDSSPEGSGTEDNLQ
Kir21 block: inhibitors of mouse Kir2.1 inward-rectifier potassium channel; Inward rectifier potassium channel 2 (Mus musculus), P35561; HEK293-Kir2.1, FluxOR thallium flux fluorescence; active compounds read low; B-score at 10 µM; 0.85% of 310,000 active; AID 1672, 2009;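 active = fluorescence ratio B-score at or below minus 3 SD of library scores, with starting-brightness B-score within 2 SD, cut at about -4.2 in these data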;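 note: channel flux triggered by added potassium and thallium sulfate stimulus; B-score of peak minus minimum fluorescence over baseline after thallium stimulus; more negative B-score means stronger Kir2.1 block with less thallium influx; some compounds called inactive have numbers as strong as hits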
Target sequence (P35561 whole entry, looked up): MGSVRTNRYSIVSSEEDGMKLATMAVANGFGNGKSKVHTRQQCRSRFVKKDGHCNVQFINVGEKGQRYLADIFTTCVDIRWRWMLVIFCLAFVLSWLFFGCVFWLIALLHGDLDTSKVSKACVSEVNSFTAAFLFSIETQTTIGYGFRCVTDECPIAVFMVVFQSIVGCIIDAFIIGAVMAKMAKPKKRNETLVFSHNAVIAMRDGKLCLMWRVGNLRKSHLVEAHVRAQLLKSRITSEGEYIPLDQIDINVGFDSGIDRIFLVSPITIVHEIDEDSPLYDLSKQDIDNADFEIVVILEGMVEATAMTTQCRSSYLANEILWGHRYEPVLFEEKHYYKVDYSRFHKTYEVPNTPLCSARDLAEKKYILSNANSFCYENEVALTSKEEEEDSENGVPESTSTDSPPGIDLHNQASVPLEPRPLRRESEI
An asterisk follows results filed as active; i = inactive; . = no result given.

SMILES	CHT inh	Kir21 block
COn1c(=O)c(-c2ccc(Cl)cc2)[n+]([O-])c2ccccc21	i	-0.28
COc1ccccc1C(=O)Nc1cc2c(cc1C(=O)O)OCCCO2	i	-1.1
CSCCC(NC(=O)c1ccccc1Br)C(=O)Nc1ccc(C)cc1 (stereo not given)	i	0.1
Cn1c(CN2CCOCC2)nnc1SCC(=O)NCCc1ccccc1	i	-0.07
CC(C)C(C(=O)NC1=NCCS1)c1ccc(Cl)cc1 (stereo not given)	i	-2.2
CCn1c(Oc2ccccc2)nc2c1c(=O)n(C)c(=O)n2C	i	0.47
Cc1onc(-c2ccccc2)c1C(=O)N1CCN(S(=O)(=O)c2ccccc2C(F)(F)F)CC1	i	-0.79
Cn1cc(/C=N\NC(=O)C2COc3ccccc3O2)c2ccccc21 (stereo not given)	i	0.6
CCc1nnc(NC(=O)COc2ccccc2[N+](=O)[O-])s1	i	-1.53
COc1ccc(/C=C2\Oc3cc(OCC(=O)N4CCC[C@H]4CO)ccc3C2=O)c(OC)c1	i	-1.56
CC(C)c1nc2sc(C(=O)O)c(N)c2c2c1CCCC2	i	1.66
c1ccc(-c2nc3ccccc3nc2-c2ccccn2)nc1	i	-1.11
Cc1cc(C)c(S(=O)(=O)N(C2=NCCS2)S(=O)(=O)c2c(C)cc(C)cc2C)c(C)c1	i	-0.11
Cc1cc(=O)oc2cc(OCC(=O)N/N=C/c3ccccc3[N+](=O)[O-])ccc12	i	1.61
COc1ccc(NC(=O)Nc2nc3c(s2)CCCC3)cc1	i	0
O=c1oc2ccccc2c(Nc2ccccc2)c1CN1CCCCC1	i	-3.19
CCN(CCO)c1nc(NCc2ccccc2)c2cnn(C)c2n1	i	0.04
CC(=O)NC1=NN(C(C)=O)C(C)(CCS(=O)(=O)c2ccc(Cl)c(Cl)c2)S1 (stereo not given)	i	0.02
Cc1ccc(-n2nnc3c(=O)n(CC(=O)NCc4ccco4)cnc32)cc1	i	1.15
CC(C)c1ccc(C2NC(=O)NC3=C2CCc2ccccc23)cc1 (stereo not given)	i	0.02
CCOC(=O)c1c(-c2cccs2)csc1NC(=O)CSc1ncn[nH]1	i	0.41
O=C(NCCc1ccco1)c1cc(COc2cccc(C(F)(F)F)c2)on1	i	0.01
COc1ccc(C(C)=O)cc1CSCC(=O)O	i	-0.14
O=C1CSC(c2cn(-c3ccccc3)nc2-c2ccccc2)N1Cc1ccco1 (stereo not given)	i	-0.45
COc1cc(NC(=O)CCCNC(=O)Cn2cnc3sc(C)c(C)c3c2=O)cc(OC)c1OC	i	-0.07

Remaining list, next part:
SMILES	CHT inh	Kir21 block
O=C/C(=C\Nc1ccc(S(=O)(=O)CCO)cc1)c1nc2cc(Cl)ccc2o1	i	0.6
O=C(CSc1nnc(C2COc3ccccc3O2)o1)N1CCCCC1 (stereo not given)	i	1.38
CCCCc1nc2cc(Cl)ccc2o1	i	0.92
COc1ccc(CCNC(=O)CSc2nc3[nH]ncc3c(=O)[nH]2)cc1OC	i	-0.54
CN1C(=O)c2c(sc3c2CCCC3)NC1c1ccccc1O (stereo not given)	i	-0.76
O=C(NNC(=O)c1ccccc1[N+](=O)[O-])c1ccccc1[N+](=O)[O-]	i	-0.91
N#C/C(=C\c1ccccc1)C(=O)N1CCC(C(N)=O)CC1	i	0.2
COc1ccccc1NC(=O)C(=O)N(c1cccnc1)C(C(=O)NC(C)(C)C)c1ccccc1F (stereo not given)	i	-0.28
Cc1sc2nc(SC(C)C)nc(N)c2c1C	i	1.75
CCCCNC(=O)CN(CCc1ccccc1)S(C)(=O)=O	i	0.22
CCOC(=O)C1/C(=N\O)CC(C)(O)C(C(=O)OCC)C1c1ccc(N(C)C)cc1 (stereo not given)	i	0.69
COc1ccc(CN=C(Nc2ccccc2)SC2CC(=O)NC2=O)cc1 (stereo not given)	i	-2.49
CC(=O)Nc1sc2c(c1C(N)=O)CCN(Cc1ccccc1)C2	i	-0.27
Cc1cc(=O)[nH]c(N/N=C/c2ccc(O)c(O)c2)n1	i	-0.29
Cc1cc(C(=O)Nc2cccc3ccccc23)n(-c2ccccc2)n1	i	-0.42
NS(=O)(=O)c1ccc(NC(=O)CSC2CCCCC2)cc1	i	0.48
O=C(COc1ncnc2ccccc12)N1CCN(c2ccccc2)CC1	i	-1.82
O=C(CCN1C(=O)C2C3C=CC(C3)C2C1=O)Nc1nccs1 (stereo not given)	i	-5.42
Cc1cccc(C)c1-n1cccc1/C=C1/C(=N)N2C(=NC1=O)SN=C2S(C)(=O)=O	-5.49*	0.13
Cc1ccc(S(=O)(=O)N2CCCC(C(=O)NCc3ccc4c(c3)OCO4)C2)cc1 (stereo not given)	i	0.69
CCOC(=O)Cn1c(CN(Cc2ccccc2)Cc2ccccc2)nc2c1c(=O)n(C)c(=O)n2C	i	-0.14
O=C1C(c2ccccc2)=[N+]([O-])c2ccccc21	i	0.19
Cc1cccc(NC(=O)c2cccc(N3C(=O)C4C5C=CC(C6CC56)C4C3=O)c2)c1 (stereo not given)	i	-1.74
COc1ccccc1N1CCN(C2CCCN(C(=O)CCc3c(C)noc3C)C2)CC1 (stereo not given)	i	-0.02
COc1cc2cc(C(=O)N/N=C/c3cccc(OC)c3OC)[nH]c2cc1OC	i	-0.52

(continued)
SMILES	CHT inh	Kir21 block
Cc1oc(-c2ccc(Cl)cc2)nc1CS(=O)CC(=O)NC1CCCCC1 (stereo not given)	i	-0.07
CN(C)c1c([N+](=O)[O-])cc2[nH]c(=O)[nH]c2c1[N+](=O)[O-]	i	0.01
O=c1nc2ccccc2c2n1CC(CN1CCN(c3cccc(Cl)c3)CC1)N2 (stereo not given)	i	1.14
COc1ccc(/C=N/n2c(SC)nnc2-c2ccccc2)cc1C	i	-0.05
COc1ccc(S(=O)(=O)N2CCC(C(=O)N(CC(C)C)C3CCS(=O)(=O)C3)CC2)cc1OC (stereo not given)	i	-0.2
CCOC(=O)c1c(NC(=S)NC(=O)/C=C/c2cccs2)sc(C)c1C	i	0.68
O=C(NCc1cccs1)c1cc2c(s1)-c1ccccc1OC2	i	-0.66
N/C(=N\OC(=O)c1ccccc1)c1ccccn1	i	-0.82
CCOc1ccccc1NC(=O)c1ccc2c(=O)n3c(nc2c1)CCCCC3	i	1.27
COc1ccc(NC(=O)CCC2CCCC2)cc1OC	i	-1.63
Cc1nn(-c2ccccc2)c(/N=C/c2ccc(O)cc2)c1-c1ccccc1	i	-1.48
CCn1c(=O)c2c(nc3n2CCCN3c2cccc(C)c2)n(C)c1=O	i	0.09
Cc1nc2ccccc2nc1N/N=C/c1ccc(O)cc1	i	1.05
Nc1cc(N)nc(SCC(=O)Nc2ccc3c(c2)OCO3)n1	i	-0.74
CCC(=O)NC(Nc1sc2c(c1C(=O)OC)CCCC2)(C(F)(F)F)C(F)(F)F	i	0.04
CC1Oc2ccccc2C=C1/C=N/NC(=O)[C@@H](C)NC(=O)OC(C)(C)C (stereo not given in full)	i	-0.71
CC(C)C(NC(=O)CNC(=O)OC(C)(C)C)C(=O)NCc1ccccc1 (stereo not given)	i	-1.24
CC(=O)c1ccc(NC(=S)N2CCCC(C(F)(F)F)C2)cc1 (stereo not given)	i	-0.79
O=c1cc(CSc2ccc(Cl)cc2)nc(-c2ccncc2)[nH]1	i	0.01
C=CCNC(=O)CN1N=C(c2ccc(C)cc2)CCC1=O	i	-0.26
O=C(/C=C/c1ccco1)Nc1sc2c(c1C(=O)O)CCC2	i	0.01
Cc1[nH]n(-c2ccc([N+](=O)[O-])cc2)c(=O)c1/C=N/N1CCOCC1	i	0.58
Cc1onc(-c2ccccc2Cl)c1C(=O)Nc1nnc(-c2ccc(Cl)cc2Cl)s1	i	2.68
COc1cccc(-c2noc(Cn3nc(C)c([N+](=O)[O-])c3C)n2)c1	i	-0.05
Cc1ccccc1OCC(=O)OC(C)CN1CCN(C)CC1 (stereo not given)	i	1.22

7 of the entries above in order of the Kir21 block value, highest first:
SMILES	CHT inh	Kir21 block
Cc1onc(-c2ccccc2Cl)c1C(=O)Nc1nnc(-c2ccc(Cl)cc2Cl)s1	i	2.68
O=C(/C=C/c1ccco1)Nc1sc2c(c1C(=O)O)CCC2	i	0.01
COc1ccc(/C=N/n2c(SC)nnc2-c2ccccc2)cc1C	i	-0.05
COc1ccc(S(=O)(=O)N2CCC(C(=O)N(CC(C)C)C3CCS(=O)(=O)C3)CC2)cc1OC (stereo not given)	i	-0.2
CC1Oc2ccccc2C=C1/C=N/NC(=O)[C@@H](C)NC(=O)OC(C)(C)C (stereo not given in full)	i	-0.71
Nc1cc(N)nc(SCC(=O)Nc2ccc3c(c2)OCO3)n1	i	-0.74
COc1ccc(NC(=O)CCC2CCCC2)cc1OC	i	-1.63

Random excerpt: 2 records from the list, in no set order.
SMILES	CHT inh	Kir21 block
Cc1[nH]n(-c2ccc([N+](=O)[O-])cc2)c(=O)c1/C=N/N1CCOCC1	i	0.58
O=c1cc(CSc2ccc(Cl)cc2)nc(-c2ccncc2)[nH]1	i	0.01

(further entries)
SMILES	CHT inh	Kir21 block
O=C(O)CSc1ncnc2nc[nH]c12	i	1.33
O=C(c1ccc(Br)cc1)N1CCCC1	i	-0.07
COc1ccc(CNC(=O)C(=O)c2cn(CC(=O)N3CCOCC3)c3ccccc23)cc1	i	1.18
COc1ccccc1N1C(=O)CC1(C#N)c1ccc(OCc2ccccc2)cc1 (stereo not given)	i	-0.31
O=C(CCN1C(=O)c2ccccc2C1=O)NCc1ccncc1	i	0.89
O=C(NCCCc1ccc(F)cc1)C1CCC(=O)N(CCCN2CCCC2=O)C1 (stereo not given)	i	-0.35
COc1ccc(S(=O)(=O)Nc2ccccc2C(=O)N2CCOCC2)cc1Br	i	1.22
O=C(C1CCCCC1)N1CCN(C(=O)C2CCCCC2)CC1	i	0.39
CCc1cc(C(=O)OC)c(NC(=O)CC2Sc3ccc(C(F)(F)F)cc3NC2=O)s1 (stereo not given)	i	1.09
Brc1ccc(-c2nc(N/N=C/c3cccnc3)c3ccccc3n2)cc1	i	-0.03
Cn1cnc(Sc2ncnc3nc[nH]c23)c1[N+](=O)[O-]	i	0.67
CC1CCN(CC(=O)N2c3ccccc3CCc3ccccc32)CC1	i	-1.27
O=C(Nc1nnc(-c2ccccc2F)s1)Nc1ccccc1F	i	0.73
Cc1ccc(N=C(NOCc2ccc(Cl)cc2Cl)c2nonc2N)c(C)c1	i	0.26
CC(C)C(OC(=O)c1cccc(S(=O)(=O)NCC(F)(F)F)c1)C(=O)NC(N)=O (stereo not given)	i	-1.13
Cn1c2ccccc2c2cnn(CC(=O)Nc3ccccc3Br)c(=O)c21	i	1.55
CSc1cccc(NC(=O)CSc2ccccc2)c1	i	1.87
S=c1nc(C23CC4CC(CC(C4)C2)C3)nc2sccn12	i	0.36
COc1cc(/C=N/NC(=O)CCn2c3ccccc3c3ccccc32)cc(OC)c1OC	i	-0.24
CC(=O)Nc1cccc(OCC(=O)NS(=O)(=O)c2ccc(Cl)cc2)c1	i	-1.35
O=S(=O)(Nc1ccccc1Cl)c1cccc2nsnc12	i	-0.22
O=C(O)c1ccc(N/N=C/C2=Cc3ccccc3OC2)cc1	i	1.01
Cc1cc(=O)oc2c3c(cc(OCC(=O)N[C@@H](Cc4ccccc4)C(=O)O)c12)OC(C)(C)CC3	i	1.79
CC1(C(=O)Nc2nnc(SCc3ccccc3)s2)Cc2ccccc2C(=O)O1 (stereo not given)	i	-1.11
COc1ccc(C(=O)NCC2(c3ccccc3)CCOCC2)cc1[N+](=O)[O-]	i	-0.53

Next part.
SMILES	CHT inh	Kir21 block
COc1ccccc1OCC(=O)N/N=C/c1cccc2cccnc12	i	1.09
COc1ccc(CN2CCN(CCCc3ccccc3)CC2)c(OC)c1	i	-0.84
CSc1nsc(SCC(=O)Nc2c(C)n(C)n(-c3ccccc3)c2=O)n1	i	1.09
Cc1cc(/C=C2\SC(=O)N(C)C2=O)c(C)n1-c1ccc(O)cc1	i	0.42
O=C(NC1(Cc2ccc(O)cc2)CCCCC1)c1ccccc1	i	-1.49
COc1ccc(-c2cc(C)no2)cc1S(=O)(=O)NCc1cccc(C)c1	i	-1.21
COc1ccc(CC(=O)N2CCN(C(=O)Cc3ccc(OC)cc3)CC2)cc1	i	-1.01
CCN(C(=O)COC(=O)c1cc(S(=O)(=O)N(C)C)ccc1Cl)C1CCS(=O)(=O)C1 (stereo not given)	i	-0.16
CCOC(=O)c1ccc[n+](CC(=O)c2ccc(NC(=O)c3ccccc3)cc2)c1	i	0.61
COc1ccc(C)cc1N/C(N)=N/c1nc(C)cc(C)n1	i	-0.78
CO[C@H]1C=CO[C@@]2(C)Oc3c(C)c(O)c4c(O)c(c(C=NN5CCN(C6CCCC6)CC5)c(O)c4c3C2=O)NC(=O)C(C)=CC=C[C@H](C)[C@H](O)[C@@H](C)[C@@H](O)[C@@H](C)[C@H](OC(C)=O)[C@@H]1C	.	1.87
O=C(/C=C/c1ccc(Br)cc1)c1ccc(NC(=O)c2ccco2)cc1	i	-0.19
Cn1c(-c2ccccc2)c[n+]2c1-c1ccccc1C2	i	0.07
O=C(Nc1nnc(C2CC2)o1)c1ccc(S(=O)(=O)N2CCCCC2)cc1	i	-1.15
Clc1ccc(/C=N/N2CCN(Cc3ccccc3Cl)CC2)cc1	i	-0.06
COc1ccc(NC(=O)c2sc(NC(=O)C3CC3)nc2C)cc1	i	0.24
Cc1cc(C)n2nc(C(=O)OCC(=O)N(CC(C)C)CC(C)C)nc2n1	i	0.8
COc1ccc(CNC(=O)c2cccc(N(C)C)c2)cc1	i	-0.2

Two entries from above in a different format.
| CHT inh | Kir21 block | mol |
| --- | --- | --- |
| i | 0.19 | O=C1C(c2ccccc2)=[N+]([O-])c2ccccc21 |
| i | -0.06 | Clc1ccc(/C=N/N2CCN(Cc3ccccc3Cl)CC2)cc1 |
